S1P1 ag-PAM: activates or potentiates agonism at human S1P1 receptor. S1P1 CRE-bla cells, forskolin, beta-lactamase FRET, potentiator mode; S1P1 agonist co-added at EC20, 2 nM; 100% = saturating reference agonist, 0% = basal. AID 449. actives 0.57% (n = 56,000). P21453. activation, % at 9.5 µM;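 active means activation above a cutoff set at the mean activation of all tested compounds plus 3 SD, cut at about 54% in these data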;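 further: forskolin at 4 µM as EC80 and the EC20 agonist is SEW2871; 100% = SEW2871 at its EC100 plus forskolin at EC80; some compounds past the cut are filed as inactive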
SF-1 act: activates the human nuclear receptor SF-1 | Q13285 | CHO-K1 Gal4-SF-1 LBD luciferase reporter; % increase over DMSO SF-1-specific signal | activation, % at 10 µM | actives 1.9% (n = 65,000);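 active means activation above the mean activation of all tested compounds plus 3 SD, cut at about 50% in these data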
Target sequence (Q13285 whole entry, looked up, the tested form may be a part): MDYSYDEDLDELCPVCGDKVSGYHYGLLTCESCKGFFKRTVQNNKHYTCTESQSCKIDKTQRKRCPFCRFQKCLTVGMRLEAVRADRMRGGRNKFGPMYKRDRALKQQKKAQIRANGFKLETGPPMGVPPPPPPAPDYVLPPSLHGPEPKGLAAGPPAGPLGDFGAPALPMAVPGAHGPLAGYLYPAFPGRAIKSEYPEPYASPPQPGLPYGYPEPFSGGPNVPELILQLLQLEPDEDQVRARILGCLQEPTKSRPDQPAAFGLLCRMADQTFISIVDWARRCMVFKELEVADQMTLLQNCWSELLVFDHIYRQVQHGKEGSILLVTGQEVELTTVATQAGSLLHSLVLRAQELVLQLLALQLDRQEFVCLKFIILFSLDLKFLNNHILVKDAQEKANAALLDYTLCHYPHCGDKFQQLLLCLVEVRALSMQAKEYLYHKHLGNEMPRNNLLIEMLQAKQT
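Material: Transient Gal4-SF-1 LBD reporter, CHO-K1 | Input: 4,000 cells/well | Dosing: One dose, 10 µM compound, 1% DMSO | Incubation: 20 h compound treatment, 37 °C | Detection: SteadyLite luciferase luminescence | Evaluation: Percent activation relative to DMSO median and mock-transfected background | Benchmarks: DMSO-treated SF-1-transfected cells as negative, DMSO-treated mock-transfected cells lacking SF-1 as background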
RORa activator: RORA (human) activation | P35398 | CHO-K1 Gal4-RORA LBD luciferase reporter, luminescence; percent increase over mock-subtracted basal signal | activation, % at 10 µM | actives 1.5% (n = 65,000) | AID 560;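 active means activation above the mean of all tested compounds plus 3 SD, cut at about 49% in these data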;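 further: 0% = DMSO-treated RORA cells and 100% = added signal equal to DMSO minus mock-transfected cells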
AP complement: alternative pathway complement inhibition, orthogonal assay; inhibition, % at 5 µM; Human serum alternative complement pathway, LPS-coated ELISA, C3 deposition; tested in compound mixtures; actives 0.08% (n = 62,000);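 active means inhibition above 30% in each of the two pooled mixtures holding the compound, so the lower value exceeds 30%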;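 further: 0% = serum in Mg-EGTA without compound and 100% = EDTA serum blank; some compounds past the cut are filed as inactive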
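Medium: diluted human serum in Mg2+-EGTA GVB++. Assay system: human serum complement alternative pathway, C3 deposition onto LPS. Also added: Plate-bound LPS. Technique: Anti-C3 ELISA, OD 450 nm. Measure: percent inhibition. Incubation: 1 h at 37 °C. Dosing: 5 µM each compound, pools of ten, 50 µM per pool.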
tolC growth inh: blocks growth of E. coli BW25113 tolC mutant. OD615. growth inhibition, % at 10 µM (by protocol). actives 2.2% (n = 65,000). AID 573;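 active means growth inhibition at or above a cutoff equal to the mean over every tested compound plus 3 SD, cut at about 60% in these data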;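 further: growth measured after 20 h incubation at 37 °C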
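test system = E. coli BW25113 ΔtolC::kan bacteria | medium = LB with kanamycin 50 µg/mL | signal = OD at 615 nm | schedule = 37 °C, 20 h exposure | evaluation = % inhibition of E. coli growth | compound dosing = one dose of 10 µM final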
S1P3 agonist: activates the human S1P3 receptor | Q99500 | S1P3 NFAT-BLA reporter cells, agonism, FRET ratio; relative to 1 µM S1P, basal subtracted | activation, % at 4.5 µM | actives 0.1% (n = 60,000);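 active means activation above the screen-wide mean plus 3 SD, cut at about 4.5% in these data, passing the limit was not always enough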; further: some compounds called inactive have numbers as strong as hits
Target sequence (Q99500 whole entry, looked up): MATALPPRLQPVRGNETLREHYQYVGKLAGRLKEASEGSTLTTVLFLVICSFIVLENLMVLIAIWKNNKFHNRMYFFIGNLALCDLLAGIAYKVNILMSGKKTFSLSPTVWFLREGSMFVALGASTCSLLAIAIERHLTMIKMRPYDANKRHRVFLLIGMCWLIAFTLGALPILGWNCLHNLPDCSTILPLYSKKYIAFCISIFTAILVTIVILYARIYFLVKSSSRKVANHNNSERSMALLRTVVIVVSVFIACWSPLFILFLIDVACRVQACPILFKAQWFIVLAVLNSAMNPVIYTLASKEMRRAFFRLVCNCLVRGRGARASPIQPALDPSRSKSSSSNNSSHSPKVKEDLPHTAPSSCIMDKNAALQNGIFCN
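material = human S1P3 NFAT-BLA reporter CHO cells | schedule = 4 h compound at 37 °C, 2 h substrate at RT | measured by = fluorescent BLA substrate, ex 405 nm, em 460/535 nm ratio | controls = 1 µM S1P reference | replication = primary once, confirmation triplicate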
HTR1E antagonist: 5-HT1E (human) receptor antagonism. actives 0.99% (n = 65,000). CHO 5-HT1E Ga15 NFAT-bla reporter, FRET, antagonist. inhibition, % at 6 µM. AID 571;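 active means inhibition above a set limit, the mean inhibition across every tested compound plus 3 SD, cut at about 29% in these data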;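 further: signal is the 460 over 535 nm emission ratio of beta-lactamase substrate; 0% = agonist plus DMSO wells and 100% = wells without agonist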
5-HT1A blocker: antagonists of human 5-HT1a serotonin receptor. P08908. CHO 5-HT1a Ga15 NFAT-bla reporter, antagonist mode. inhibition, % at 10 µM. actives 0.68% (n = 62,000). AID 612;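 active means inhibition above the mean of all tested compounds plus 3 SD, cut at about 43% in these data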;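 further: receptor stimulated by 5-CT agonist at 100 nM near EC80; beta-lactamase reporter measured by ratiometric fluorescence of a cleavable substrate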
HTR1E agonist: 5-HT1E (human) receptor agonism; P28566; CHO 5-HT1E Ga15 NFAT-bla reporter, FRET; 0% DMSO wells, 100% control agonist wells; activation, % at 6 µM; actives 0.69% (n = 65,000); AID 574;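 active means activation above a set limit, the screen-wide mean activation plus 3 SD, cut at about 8.5% in these data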;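 further: 100% = positive control agonist at 1 µM giving full maximal response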
* hit, by the source's call; nt = not tested or not shown.

SMILES | S1P1 ag-PAM | SF-1 act | RORa activator | AP complement | tolC growth inh | S1P3 agonist | HTR1E antagonist | 5-HT1A blocker | HTR1E agonist
CCCNC(=O)Cn1cnc2sc(C(=O)N3CCCC(C(=O)OCC)C3)c(C)c2c1=O (centres undefined) | -14 | 12 | -10 | 12 | -10 | -0.4 | -4 | -2 | -0.7
COc1ccc2cnn(Cc3ccccc3)c(=O)c2c1OC | -22 | -13 | 20 | 5 | -1 | 0.1 | -7 | 5 | 0.0
CCc1ccccc1N1CC23C=CC(O2)C(C(=O)O)C3C1=O (centres undefined) | 1 | 1 | -7 | 6 | -8 | -1.1 | -11 | 9 | -0.2
CCOc1ccc(OCC)c(NC(=O)CSc2nc3cccnc3n2C)c1 | nt | -3 | 4 | -3 | 4 | nt | 14 | 17 | 1.4
CCCn1c(=O)c2ccccc2n2c(SCCOc3ccccc3F)nnc12 | -13 | -1 | 0 | -4 | 20 | 0.2 | 26 | 20 | 0.1
O=C1OC2(CCCCC2)OC(=O)C1=CNc1ccc2c(c1)OCO2 | 6 | -12 | 14 | 5 | -27 | 0.1 | 2 | -11 | -0.2
CCn1c(SCC(=O)Nc2nccs2)nnc1-c1ccc(C)cc1 | 5 | 10 | -6 | 15 | 19 | -0.6 | 12 | 0 | -0.2
CCOc1cc(C(=O)NC)cc(OCC)c1OCC | 10 | -4 | -18 | 8 | -12 | 1.1 | 9 | -6 | 0.1
Cc1cc(C)n(-c2nc3ccccc3n3cnnc23)n1 | 3 | -4 | 0 | 18 | -22 | -0.2 | -9 | -15 | 0.5
COc1ccc2c(c1OC)C(=O)N1c3ccccc3SC21 (centres undefined) | -20 | 72* | 10 | 18 | 8 | -4.5 | 4 | nt | -0.2
CC1(C)CC(=O)C(C=Nc2ccccc2C(=O)O)=C(O)C1 | -8 | -11 | -15 | 33 | -23 | -0.1 | 2 | -9 | -0.2
Cn1c(SCc2nn[nH]n2)nc2c1c(=O)n(Cc1ccccc1Cl)c(=O)n2C | nt | -3 | -14 | 18 | 3 | -1.0 | 6 | -10 | -0.3
Cc1cc(NC(=O)CSc2nnc(COc3cccc(C)c3C)n2C)no1 | 19 | -16 | 6 | -16 | -13 | -0.6 | -2 | 4 | 0.1
Cc1csc(SCc2nc3sc4c(c3c(=O)[nH]2)CCC4)n1 | -12 | 11 | -8 | 7 | -6 | 0.5 | -7 | 0 | -1.9
O=C(CP(=O)(CO)CO)c1ccc(Cl)cc1 | 11 | 4 | -11 | 6 | 1 | -0.1 | 6 | -8 | 0.1
COc1ccc(NC(=O)CN2CCC(C)CC2)cc1 | -19 | -2 | 8 | 5 | -9 | -0.7 | -1 | 13 | 0.7
CCCn1c(C2CC(=O)N(c3cc(OC)ccc3OC)C2)nc2ccccc21 (centres undefined) | 10 | -6 | -1 | -1 | -2 | 0.5 | 0 | -3 | -0.4
COC(=O)[C@@H](NC(=O)N(C1CCCCC1)C1CCCCC1)C(C)C | 5 | -2 | -1 | 11 | 34 | 0.2 | -9 | -1 | 1.1
C=CCN(CC=C)C(=O)Nc1cc(Cl)ccc1OC | -62 | -25 | -17 | -2 | 2 | -1.2 | 10 | 12 | -0.6
COc1ccc(CN2CCCCCC2)c(C)c1C | 10 | -10 | -17 | -10 | -19 | -0.7 | -2 | 11 | -0.6
COc1ccc(OC)c(NC(=O)CSc2nnc(C)n2Cc2ccccc2)c1 | 2 | -15 | -16 | 2 | 17 | -0.9 | -2 | -9 | 2.0
COc1ccc(OCC(=O)Nc2cccc(NC(=O)COc3ccc(OC)cc3)n2)cc1 | 1 | 4 | -19 | 19 | -4 | -0.8 | -2 | -4 | 0.3
CCOC(=O)C1CCN(C(=O)Cc2c(C(=O)O)n(CC)c3ccccc23)CC1 | 5 | -4 | -4 | 1 | -7 | -1.5 | -4 | 9 | -0.5
Cc1ccc(NC(=O)CSc2nnc(CNC(=O)c3c(F)cccc3Cl)o2)cc1 | nt | -11 | -20 | 4 | -10 | nt | -8 | 5 | 0.5
CC1(C)CC(=O)C2=C(C1)NC(=O)CC2c1cccc(F)c1 (centres undefined) | -2 | -27 | -12 | 20 | -13 | -1.6 | 2 | 8 | -1.9
Cn1c(Cn2c(=O)sc3ccccc32)nnc1SCC(=O)Nc1cccc(Cl)c1 | 7 | -10 | -2 | 8 | 2 | -0.3 | 9 | 0 | -0.2
Cc1cc(C)n(-c2nc3ccccc3nc2N2CCN(C(=O)c3ccc(Cl)cc3)CC2)n1 | nt | 3 | 0 | 15 | 49 | -0.8 | 7 | 20 | -0.1
COc1ccc(N=c2scc(-c3ccc(S(=O)(=O)N4CCOCC4)cc3)n2CCCO)cc1 | 101* | -64 | -51 | 15 | 4 | -1.5 | 1 | 1 | 0.9
O=C(CCn1nnc2ccccc2c1=O)NCC1CCC(C(=O)O)CC1 (centres undefined) | -28 | -10 | 27 | 15 | -27 | -0.7 | -8 | 11 | -0.2
CC1CCN(C(=O)CSc2nnc(Cc3cccn3C)n2-c2ccc(F)cc2)CC1 | -12 | 28 | 20 | 15 | 6 | -0.3 | -3 | 7 | 0.6
C=C(C)COc1ccc(-c2n[nH]c(C)c2-c2ccccc2)c(O)c1 | 9 | -14 | 12 | 5 | 95* | -1.2 | 19 | 32 | 0.3
COc1ccc(CNC(=O)NCc2ccc(OC)c(OC)c2)cc1OC | -10 | 23 | -30 | 6 | -3 | -0.7 | 9 | -17 | 0.1
COc1cc2cc(CN(CCN3CCCC3)C(=O)Nc3ccc(F)cc3)c(=O)[nH]c2cc1OC | -24 | -5 | -6 | 1 | 10 | 0.1 | 4 | 4 | -0.3
Cc1csc(NC(=O)CSc2nnc(-c3ccc(S(=O)(=O)N4CCCC4)cc3)o2)n1 | 4 | 3 | -13 | nt | -3 | -1.0 | -7 | 20 | -0.3
CCOc1ccc(S(=O)(=O)Nc2ccc3c(c2)OCO3)c2cccnc12 | -9 | 13 | 12 | 10 | 1 | -0.3 | 6 | -3 | -0.5
CCCCSc1cc(C)nc2ncnn12 | -19 | -4 | -6 | -8 | -12 | -0.4 | -5 | -2 | -1.0
Cc1cc(C)c2ccc(C)[n+]([O-])c2c1O | 6 | -9 | -10 | -7 | 4 | -0.6 | -10 | -4 | -0.1
COc1ccc(C2CCCN2C(=O)Nc2cccc(C(C)=O)c2)cc1OC (centres undefined) | 0 | 2 | 5 | 6 | 2 | -1.4 | 10 | 2 | 0.4
O=C(CN(c1ccc(F)cc1)S(=O)(=O)c1ccc2c(c1)OCCO2)N1CCOCC1 | -16 | 15 | -7 | 14 | -3 | -0.7 | -2 | -2 | 0.7
Cc1cc2oc3c(c(=O)c2cc1C)C(c1ccc(C(C)C)cc1)N(CCCN1CCOCC1)C3=O (centres undefined) | -5 | 5 | 32 | 6 | 32 | -0.6 | 4 | -2 | 1.6

Entries of single compounds, quoted from the list. Order of screens: S1P1 ag-PAM | SF-1 act | RORa activator | AP complement | tolC growth inh | S1P3 agonist | HTR1E antagonist | 5-HT1A blocker | HTR1E agonist
CCOc1ccc(S(=O)(=O)Nc2ccc3c(c2)OCO3)c2cccnc12 reads -9 | 13 | 12 | 10 | 1 | -0.3 | 6 | -3 | -0.5
Cc1cc(NC(=O)CSc2nnc(COc3cccc(C)c3C)n2C)no1 reads 19 | -16 | 6 | -16 | -13 | -0.6 | -2 | 4 | 0.1

The list continues:
SMILES | S1P1 ag-PAM | SF-1 act | RORa activator | AP complement | tolC growth inh | S1P3 agonist | HTR1E antagonist | 5-HT1A blocker | HTR1E agonist
O=S(=O)(c1ccc(F)cc1)N1CCN(CC(O)COCc2cccs2)CC1 (centres undefined) | -6 | -7 | 0 | -4 | -13 | -0.3 | 6 | 12 | -0.3
COc1ccc2c(c1)CC(C1(O)C(=O)Nc3ccccc31)C2=O (centres undefined) | -11 | -8 | 7 | 19 | -11 | 0.3 | 4 | -2 | -0.7
CCOc1ccccc1Nc1nc2ccccc2[nH]1 | nt | 25 | 11 | 1 | 25 | -1.1 | -5 | 15 | 0.2
CCOC(=O)c1oc2nc(C(C)C)c3c(c2c1N)CC(C)(C)OC3 | -21 | -2 | -3 | 11 | nt | -0.4 | 8 | 5 | 0.6
O=C(Nc1cc(C(=O)N2CCOCC2)ccc1N1CCCC1)c1cccs1 | -20 | -17 | -10 | 17 | -14 | -1.1 | 0 | -7 | -0.7
CC(C)C(c1nnnn1CCc1ccccc1)N1CCN(C(=O)c2ccco2)CC1 (centres undefined) | 8 | 3 | -9 | -8 | -13 | 0.4 | 2 | -2 | -0.5
Cn1c(SCC(=O)N2CCOCC2)nnc1-c1cccc(NC(=O)c2ccccc2)c1 | -6 | 1 | -1 | 1 | -21 | 0.5 | 8 | 0 | -0.2
Cc1cc(C(=O)OCC(=O)NC(=O)NC(C)(C)C)c(C)o1 | 0 | -20 | -5 | -1 | 11 | 0.0 | 0 | -8 | 2.3
Cc1c(C(=O)O)[nH]c2c1C(=O)CC(c1ccccc1)C2 (centres undefined) | nt | -9 | -11 | 10 | -10 | nt | 5 | -12 | 0.2
CC1=C(C(=O)Nc2ccccc2)C(c2ccncc2)C(C#N)=C(SCC(=O)NC(C)C)N1 (centres undefined) | 5 | -9 | -3 | 20 | 5 | -4.0 | -5 | nt | -0.5
CC(=O)C(C)Oc1ccc2c3c(c(=O)oc2c1C)CCCC3 (centres undefined) | 2 | 7 | 60* | -8 | 48 | -0.7 | 11 | -16 | 2.4
CCS(=O)(=O)Nc1c(C(=O)O)[nH]c2ccccc12 | -7 | 6 | 6 | -21 | -25 | -0.7 | -3 | 13 | -0.4
CS(=O)(=O)NC1c2cccc3cccc(c23)C1Sc1nncn1/N=C/c1ccco1 (centres undefined) | -13 | -7 | 40 | -9 | -11 | 0.1 | 4 | -5 | 0.9
Cc1oc(-c2ccc(Cl)cc2)nc1CN1CCCC(C(=O)N2CCN(C(=O)c3ccco3)CC2)C1 (centres undefined) | 22 | -13 | -3 | 23 | -2 | -1.8 | -8 | -2 | -0.2
CC(=O)Nc1ccc(S(=O)(=O)N2CCN(c3ccc(C)c(Cl)c3)CC2)cc1 | 18 | -8 | -11 | 24 | 22 | 0.3 | 1 | -10 | -0.1
COc1ccc(C(=O)NCCc2nnc(SCc3nc4ccccc4c(=O)[nH]3)n2C)cc1 | -20 | 2 | -3 | 1 | -6 | -0.5 | 4 | -3 | 0.6
